ARNT-TACC3 inh = disruptors of ARNT/TACC3 protein interaction, primary screen, biochemical, AlphaScreen, single concentration; Transforming acidic coiled-coil-containing protein 3 (Homo sapiens), Q9Y6A5; AlphaScreen His-ARNT PAS-B/GST-TACC3 binding, luminescence; TACC3 fragment carries E629A point mutation; inhibition, % at 9.99 µM; hit rate 0.66% among 390,000; AID 623870, 2012;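 active = mean inhibition of replicates at least 50% and at least half of replicates each reaching 50%; inconclusive = half or more replicates reach 50% but mean below 50%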;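 note: 0% = complete ARNT plus TACC3 wells and 100% = ARNT alone without TACC3; many hits fall short of the cut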
LGR2 antag = inhibitors of bursicon-induced LGR2 CRE-luciferase signal, primary screen, cell-based, HEK293, CRE-luciferase reporter, bursicon stimulation. hit rate 0.35% among 380,000. Drosophila bursicon receptor LGR2 (rickets). bursicon-stimulated, 4 h. inhibition, % at 9.99 µM;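 active = drop in luminescence signal, shown as inhibition above about 50% in the replicate tests, limit read from the data, passing the limit was not always enough; inconclusive = probably only some replicates passing the limit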;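 note: agonist challenge used bursicon conditioned medium at about half maximal strength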
PAX8 reporter = inhibitors of PAX8-driven TPO luciferase reporter, primary screen, RMG-I cells, single concentration. hit rate 1.2% among 360,000. inhibition, % at 12.6 µM. SteadyGlo, 24 h;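 active = mean replicate inhibition at least 60% with every replicate also reaching 60%; inconclusive = only one of the two criteria is met; inactive = mean below 60% and not all replicates reaching 60%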;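 note: luciferase light reporting Pax8 driven TPO promoter activity; plate controls were median of neutral control wells for no effect and mitoxantrone controls for full effect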
PGC1a acetyl inh = inhibitors of PGC1a acetylation signal, primary screen, cell-based, U2OS, AlphaScreen, inhibitor mode | AlphaScreen anti-acetyl-lysine; with virally co-expressed GCN5 acetyltransferase | inhibition, % at 15.6 µM | hit rate 0.17% among 350,000 | AID 651687, 2012;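 active = every replicate shows inhibition of at least 40%; inconclusive = mean inhibition at least 40% but some replicate below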;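 note: 0% = neutral control wells and 100% = positive control wells; some results beyond the cut were filed as inactive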
PglD DTNB = C. jejuni PglD acetyltransferase inhibitors, primary screen, biochemical, DTNB colorimetric, single point; hit rate 0.098% among 360,000; purified PglD enzyme, DTNB colorimetric CoA detection; inhibition, % at 12.5 µM; AID 602405, 2012; in the data active = inhibition above about 16%, passing the limit was not always enough; inconclusive = no clear call, values can overlap the other calls; note: strong numbers were not always called active
GSIS activator = GLuc luminescence reporter in INS-1E cells, primary screen for activators of glucose-dependent secretion of insulin | INS-1E GLuc reporter insulin secretion, 2-3 h | activation, % at 16.6 µM | hit rate 0.61% among 370,000 | AID 743287, 2014;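 active = lowest replicate activation of at least 40%, so every replicate reaches that level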;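 note: 0% = median of neutral control wells and 100% = median of IBMX positive control wells; some compounds called inactive have numbers as strong as hits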
Statin myotox sup = suppressors of statin myotoxicity in C2C12 myotubes, primary screen, cell-based, single point, plate reader | C2C12 myotubes + simvastatin, ATP luminescence, 48 h; scaled: DMSO 0, geranylgeraniol control 100 | rescue of ATP level, % at 7.49 µM | hit rate 0.78% among 330,000 | AID 602340, 2012;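 active = mean ATP rescue above about 67%, or every replicate alone reaching that limit, limit read from the data, passing the limit was not always enough; inconclusive = no clear call, values can overlap the other calls; inactive = mean under the limit and some replicate under it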;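 note: myotubes were challenged with 10 µM simvastatin during compound exposure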
Cneo AK release = Cryptococcus neoformans cell lysis inducers, primary screen, AK release luminescence, single concentration. C. neoformans lysis, adenylate kinase release luminescence, 4 h; normalised: neutral wells 0, clomiphene wells 100. lysis activity, % at 15 µM. hit rate 0.2% among 360,000;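 active = mean lysis activity across replicates of at least 80%, whatever share of replicates individually reach that level; inactive = mean lysis activity below 80%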
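Schedule: static 4 h at 37 °C with compound, 1 h detection; system: C. neoformans cells; benchmarks: Clomiphene as positive control; buffer or medium: fresh YPD medium; measure: luminescence rise reflecting yeast cell lysis; measured by: luminescent adenylate kinase detection reagent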
* hit, by the source's call; u = inconclusive; x = not tested or not shown; & = joins results of further samples.

compound | ARNT-TACC3 inh | LGR2 antag | PAX8 reporter | PGC1a acetyl inh | PglD DTNB | GSIS activator | Statin myotox sup | Cneo AK release
Cc1cc(NC(=O)COC(=O)[C@H](C)NC(=O)c2ccccc2)no1 | -3 | 21 | x | x | 5 | 15 | 0 | 2
O=C(N/N=C/C(Br)=C/c1ccccc1)c1ccc([N+](=O)[O-])cc1 | -2 | -12 | 4 | -21 | 0 | 4 | -2 | 1
S=c1nc[nH]c2c1ncn2-c1ccccc1 | -11 | 0 | 4 | -6 | 0 | 36 | 5 | 2
Cc1cc(C)c2[nH]c(O)c(N=Nc3ccc(C(=O)O)cc3)c2c1 | -2 | -18 | -59 | -13 | -1 | 8 | -24 | 1
CCNC(=O)C[C@@H]1CC[C@H]2[C@H](COc3ccc(NC(=O)c4ccc(F)cc4)cc3C(=O)N2C)O1 | 4 | 13 | 1 | 3 | -2 | 6 | -12 | -5
CCc1sc(C(=O)N2CCc3cc(OC)c(OC)cc3C2CC(=O)O)cc1C (stereo not given) | x | 18 | -11 | 0 | -5 | x | -2 | -1
CN(C)C(=O)C[C@H]1C[C@H]2c3cc(NC(=O)C4CCC4)ccc3O[C@H]2[C@H](CO)O1 | -7 | 1 | -6 | 27 | -2 | -8 | 3 | -5
Cc1cc(/C=N/n2cnnc2)c(C)n1-c1ccc2c(c1)OCO2 | 5 | 7 | x | 0 | -2 | 51 | 1 | 5
CCNC(=O)C[C@@H]1CC[C@H](NC(=O)NC2CCCCC2)[C@H](CO)O1 | 15 | -8 | 6 | 1 | -3 | 4 | -2 | 2
CC1=Nn2c(nnc2-c2n[nH]c3c2CCC3)SC1 | 5 | x | x | 5 | 4 | x | -15 | 2
Nc1nc(SCC(=O)c2c(N)n(Cc3ccccc3)c(=O)[nH]c2=O)n[nH]1 | 7 | -4 | -6 | 6 | x | 6 | x | x
CO[C@H]1CN(C)C(=O)c2cc(NS(=O)(=O)c3cn(C)cn3)ccc2OC[C@H](C)N(Cc2cccc(F)c2)C[C@H]1C | 3 | 5 | -6 | -6 | 0 | 7 | 0 | 0
COc1ccc(C(=O)C2CCCN(Cc3sc(N4CCCC4)nc3Cl)C2)c(OC)c1 (stereo not given) | 5 | 3 | 17 | x | x | -21 | x | x
CCn1c(SCC(=O)OC)nnc1-c1ccc(C)cc1 | -12 | -5 | -12 | -16 | 3 | 11 | -2 | 3
COc1ccc(/C(C)=N\NC(=O)c2ccc(-c3ccccc3)cc2)c(F)c1 | -6 | 7 | 5 | -3 | -2 | 10 | -5 | 4
C#Cc1ccc(CN2CCN(Cc3ccsc3)C(CCO)C2)cc1 (stereo not given) | -2 | 7 | 18 | x | x | 4 | x | x
COc1ccccc1NC(=O)N[C@H]1CC[C@H](CCNC(=O)Cc2ccccn2)O[C@@H]1CO | 6 | 0 | 6 | 1 | 6 | 12 | 0 | -1
C=CCCC(=O)N1C[C@H]2CON(C)[C@H]2C[C@H]1c1ccc(N2CCCCC2)cc1 | x | -1 | 17 | -15 | -2 | 7 | -2 | 0
CCCOc1ccc(C2=NNC(c3cccs3)=Nc3ccc(OC)cc32)cc1 | 1 | x | 2 | -1 | 0 | 27 | x | -1
CCNC(=O)NC(=O)C(C)OC(=O)[C@H](C)NS(=O)(=O)c1c(C)c(C)cc(C)c1C (stereo not given in full) | -2 | -2 | -2 | 5 | 7 | 4 | 0 | 5
CCOc1cccc(/C=N/Nc2nc(N3CCCC3)nc(N3CCCC3)n2)c1O | 0 | 21 | 33 | -1 | 5 | 22 | x | 2
C[C@H](CO)N1C[C@H](C)[C@H](CN(C)C(=O)Nc2ccccc2)Oc2ncc(Br)cc2C1=O | -5&-5 | 16 | x | 9&9 | 0&3 | 7 | -1&-2 | 2&-3
Cc1cc(Cl)ccc1C(O)c1ncc(-c2ccccc2C(F)(F)F)[nH]1 (stereo not given) | x | 12 | 7 | -20 | 2 | x | -1 | 0
O=C1C(=O)N(CCS(=O)(=O)c2ccccc2)c2ccccc21 | -3 | 15 | -10 | 0 | 2 | -13 | -5 | 4
CC(C)(C)OC(=O)N1CCN(C(=O)c2[nH]cnc2C(=O)Nc2nccs2)CC1 | 9 | x | -13 | 0 | -1 | x | 11 | 2
O=c1[nH]c(=S)[nH]c2c1C(c1ccc(F)cc1)OC(CCC(F)(F)F)C2 (stereo not given) | x | x | -5 | -8 | -1 | x | 5 | 1
CC1(C)OC(=O)C(=Cc2ccc[nH]2)C(=O)O1 | -24 | x | -2 | u | -18 | x | 4 | 4
COc1cc(C(=O)OCC(=O)Nc2ccc(OC(F)F)cc2)cc(OC)c1OC | -4 | 9 | -19 | x | 4 | -3 | 4 | 0
COC(=O)C1C2C=CC3(CN(Cc4cccs4)C(=O)C13)O2 (stereo not given) | 7 | x | 0 | -4 | -4 | x | x | 0
Cn1ccsc1=NC(=O)c1ccc(Cl)c([N+](=O)[O-])c1 | 0 | -44 | -45 | 1 | 2 | 4 | -1 | 2
CC1CCC(NC(=O)CCNC(=O)c2ccccc2)CC1 (stereo not given) | -2 | -2 | -15 | x | x | 0 | x | x
COc1cccc(CC2(CO)CCN(Cc3ccc4cccc(F)c4n3)CC2)c1 | -12 | 9 | 14 | -1 | x | 11 | x | x
CCC(=O)N1CCc2cc(Br)cc(S(=O)(=O)CCC(=O)NCc3ccco3)c21 | 6 | x | x | 1 | -10 | x | 3 | 4
CC(=O)NC12CC3CC(C1)CC(C(=O)N1CCN(S(=O)(=O)c4cccc([N+](=O)[O-])c4)CC1)(C3)C2 | -1 | 6 | 6 | 8 | -1 | 6 | 9 | 1
C=CCCC(=O)NC1CC(C)(C)Cc2c1cnn2-c1cccc(F)c1 (stereo not given) | -3 | 0 | -47 | -4 | 0 | -15 | 0 | -2
Nc1ccc(Oc2ccc([N+](=O)[O-])cc2[N+](=O)[O-])cc1 | 15 | -28 | x | -2 | -6 | 21 | 4 | -3
O=C(COC(=O)/C=C/c1cccc(F)c1)NC1CCCCC1 | x | -11 | 9 | 0 | -1 | x | 5 | -6
C=CCNC(=O)CN1CCC(c2nc3cc(C)c(C)cc3[nH]2)CC1 | 12 | -7 | -7 | 4 | -11 | x | -3 | -5
O=C1CCC(=O)N(O)CCCCCNC(=O)CCC(=O)N(O)CCCCCNC(=O)CCC(=O)N(O)CCCCCN1 | -12 | 4 | x | 11 | -4 | 25 | 2 | 6
Cc1cc(C)n2nc(C(=O)Nc3ccn(Cc4ccccc4C)n3)cc2n1 | -2 | -4 | -17 | -4 | 5 | 15 | -4 | -5
CCCn1nnnc1SCC(=O)N1CCN(C(=O)c2ccco2)CC1 | -5 | x | 9 | -2 | -2 | x | 11 | -4
O=C(c1ccc(F)cc1)N1CCCCN2[C@@H](CO)[C@H](c3ccc(C#CC4(O)CCCC4)cc3)[C@@H]2C1 | -7 | 2 | 18 | -11 | -2 | 5 | x | -1
Cc1cc(=O)oc(C)c1C(=O)NCc1c(F)cc(F)cc1F | 12 | -5 | x | 1 | x | -6 | -13 | -5
COc1ccccc1CNC(=O)c1cccnc1 | -5 | -1 | 10 | -5 | 5 | 6 | 16 | 2
CCN(CC(=O)Nc1c(F)cccc1F)C(=O)Cc1sc(C)nc1-c1ccc(F)cc1 | -4 | 0 | 16 | x | 3 | 1 | 7 | -1
CCCC(=O)Nc1nc(-c2ccccc2)c(CC)s1 | -4 | 5 | 15 | x | x | -10 | x | x
O=C(CCCSc1nc2ccccc2s1)NCc1ccco1 | 3 | x | x | -5 | 1 | x | x | 1
Cc1cc2oc(=O)cc(CN3CCCCC3C)c2c(C)c1Cl (stereo not given) | 0 | x | x | -2 | -10 | x | -4 | 1
NC(=O)C1CCN(C(=O)CSc2nc(O)cc(=O)[nH]2)CC1 | -13 | -2 | 2 | -24 | 5 | -5 | -2 | 1
COc1cc(OC)c(/C=C2\SC(=O)N(CC(=O)Nc3ccccc3F)C2=O)c(OC)c1 | 3 | 3 | 21 | -20 | -4 | -4 | 3 | -3
CCn1nc(C)c([N+](=O)[O-])c1C(=O)NNC(=O)c1ccc(Cl)cc1 | x | 3 | -4 | 9 | x | 6 | -1 | x
CC1Cc2nc(SCC(=O)NCc3ccco3)n(Cc3ccccc3)c(=O)c2S1 (stereo not given) | 1 | x | -15 | x | -2 | x | 8 | 3
O=S(=O)(Cc1ccccc1)c1nc2ccccc2n1Cc1ccccn1 | -1 | -21 | 20 | -7 | -4 | 3 | -20 | -10
COc1ccc(-c2ccc([C@@H]3[C@@H](CO)N(C(=O)NC(C)C)[C@H]3C#N)cc2)cc1 | -23 | -4 | -19 | -5 | -2 | 2 | 1 | -2
CO[C@H]1CN(C)C(=O)c2cc(NS(=O)(=O)c3ccccc3)ccc2OC[C@@H](C)N(Cc2ccccn2)C[C@@H]1C | 5 | 9&8 | 10 | -6 | 1 | 5&4 | -19 | 10

As a short view, 9 of the compounds above:
compound | ARNT-TACC3 inh | LGR2 antag | PAX8 reporter | PGC1a acetyl inh | PglD DTNB | GSIS activator | Statin myotox sup | Cneo AK release
Cc1cc(NC(=O)COC(=O)[C@H](C)NC(=O)c2ccccc2)no1 | -3 | 21 | x | x | 5 | 15 | 0 | 2
O=C(N/N=C/C(Br)=C/c1ccccc1)c1ccc([N+](=O)[O-])cc1 | -2 | -12 | 4 | -21 | 0 | 4 | -2 | 1
S=c1nc[nH]c2c1ncn2-c1ccccc1 | -11 | 0 | 4 | -6 | 0 | 36 | 5 | 2
Cc1cc(C)c2[nH]c(O)c(N=Nc3ccc(C(=O)O)cc3)c2c1 | -2 | -18 | -59 | -13 | -1 | 8 | -24 | 1
CCNC(=O)C[C@@H]1CC[C@H]2[C@H](COc3ccc(NC(=O)c4ccc(F)cc4)cc3C(=O)N2C)O1 | 4 | 13 | 1 | 3 | -2 | 6 | -12 | -5
CCc1sc(C(=O)N2CCc3cc(OC)c(OC)cc3C2CC(=O)O)cc1C (stereo not given) | x | 18 | -11 | 0 | -5 | x | -2 | -1
CN(C)C(=O)C[C@H]1C[C@H]2c3cc(NC(=O)C4CCC4)ccc3O[C@H]2[C@H](CO)O1 | -7 | 1 | -6 | 27 | -2 | -8 | 3 | -5
Cc1cc(/C=N/n2cnnc2)c(C)n1-c1ccc2c(c1)OCO2 | 5 | 7 | x | 0 | -2 | 51 | 1 | 5
CCNC(=O)C[C@@H]1CC[C@H](NC(=O)NC2CCCCC2)[C@H](CO)O1 | 15 | -8 | 6 | 1 | -3 | 4 | -2 | 2

Screens: PubChem, Broad Institute

No enrichment for hits. Share with any hit: about 2.9%.
